Screening data from PubChem BioAssay.
HGIII-sPLA2 inh: Blocks human group III sPLA2 activity; Q9NZ20; QFRET BODIPY PC-A2 liposome hydrolysis, fluorescence; inhibition, % at 12.2 µM; 370,000 compounds, 0.56% hits; AID 743126;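 active = inhibition above mean plus 3 SD of compounds lying within the high and low control bounds, cut at about 19% in these data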;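 note: 0% = median of test compound wells and 100% = no enzyme DMSO wells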
proKLK7 act: activates the human kallikrein-7 zymogen; P49862; purified proKLK7, EDANS-DABCYL substrate fluorescence; 100% is mature enzyme control, 0% vehicle; activation, % at 7 µM; 370,000 compounds, 0.9% hits; AID 652039;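 active = activation above the mean of all tested compounds plus 3 SD, computed per campaign excluding outliers beyond control limits, cut at about 13% in these data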
PLCg1 inh: blocks human PLC-gamma1 enzyme activity; AID 720700; purified PLC-gamma1, fluorogenic substrate, fluorescence; 370,000 compounds, 0.84% hits; inhibition, % at 12.2 µM; P19174; in the data active = inhibition above about 9.5%
PLCb3 inh: PLC-beta3 (human) inhibition, primary screen; 370,000 compounds, 0.18% hits; Q01970; inhibition, % at 12.2 µM; Purified PLC-beta3, fluorogenic substrate, fluorescence; in the data active = inhibition above about 11%;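 note: 0% = median of compound wells on plate and 100% = full blocker control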
ASAP1 inh: blocks human ASAP1-stimulated Arf1 GTP hydrolysis | Q9ULH1 | GDP FP detection | inhibition, % at 16.5 µM | 360,000 compounds, 0.19% hits; in the data active = inhibition above about 25%;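 note: 0% = vehicle with enzyme and substrate and 100% = no enzyme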
Rev-erbA mod: modulates human Rev-erb alpha binding to DNA | Rev-erbα–FITC-DNA binding, fluorescence polarization, 90 min | P20393 | 370,000 compounds, 0.79% hits | AID 1259318 | activity, % at 10 µM;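 active = activity above about 14%, limit read from the data; passing the limit was not always enough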;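 note: 0% = DMSO wells with 35 nM protein and 100% = DMSO wells with 750 nM protein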
DDE Tn6 FP inh: disrupts Tn6 cyclic peptide binding to fibrin D-Dimer-E complex; P02675; Fibrin DD(E) TRITC-Tn6 fluorescence polarization displacement; inhibition, % at 8.3 µM; 370,000 compounds, 0.21% hits;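 active = inhibition above a per-campaign cutoff: mean of compounds within control limits plus 3 SD, cut at about 15% in these data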;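 note: 0% = median of all compound wells on the plate and 100% = blocking peptide control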
UHRF1 binding: blocks human UHRF1 binding to methylated DNA; AID 687016; UHRF1 binding to methylated oligo, TR-FRET; 370,000 compounds, 0.75% hits; Q96T88; inhibition, % at 4.4 µM; in the data active = inhibition above about 21%;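 note: UHRF1 SRA domain binding a hemimethylated CpG hairpin DNA probe; 0% = median of test compound wells and 100% = reference inhibitor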
Target sequence (Q96T88 whole entry, looked up, the tested form may be a part): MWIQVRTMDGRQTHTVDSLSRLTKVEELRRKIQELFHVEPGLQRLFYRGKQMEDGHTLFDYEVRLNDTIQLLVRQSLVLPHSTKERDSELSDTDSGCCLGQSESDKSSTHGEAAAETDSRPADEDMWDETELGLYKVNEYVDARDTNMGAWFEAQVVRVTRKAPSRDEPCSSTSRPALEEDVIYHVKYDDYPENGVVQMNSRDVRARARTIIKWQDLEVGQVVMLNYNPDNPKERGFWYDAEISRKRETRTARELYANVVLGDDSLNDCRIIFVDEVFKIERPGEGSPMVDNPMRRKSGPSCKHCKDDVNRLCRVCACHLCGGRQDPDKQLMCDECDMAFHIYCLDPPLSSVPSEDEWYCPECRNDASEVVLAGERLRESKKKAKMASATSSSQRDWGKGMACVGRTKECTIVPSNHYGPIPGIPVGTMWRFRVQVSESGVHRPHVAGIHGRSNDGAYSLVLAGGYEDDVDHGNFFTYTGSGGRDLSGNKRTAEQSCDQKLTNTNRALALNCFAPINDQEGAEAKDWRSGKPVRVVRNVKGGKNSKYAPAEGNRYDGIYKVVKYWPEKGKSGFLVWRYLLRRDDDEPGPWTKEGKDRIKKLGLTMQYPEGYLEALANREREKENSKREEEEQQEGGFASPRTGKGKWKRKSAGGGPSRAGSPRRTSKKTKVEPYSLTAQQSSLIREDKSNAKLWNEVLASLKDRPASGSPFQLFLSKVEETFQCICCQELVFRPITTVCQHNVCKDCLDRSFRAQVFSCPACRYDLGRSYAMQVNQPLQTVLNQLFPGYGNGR
ARFGAP1 inhibitor: inhibits rat ARF GTPase activating protein 1; Arfgap1-stimulated ARF1 GTP hydrolysis, GDP FP detection; inhibition, % at 16.5 µM; 360,000 compounds, 0.26% hits;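 active = inhibition above a per-plate limit, mean inhibition of low control wells plus 3 SD, cut at about 25% in these data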;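 note: 0% = DMSO wells with enzyme and 100% = wells lacking Arfgap1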
Target sequence (Q62848 1-136 limits assumed): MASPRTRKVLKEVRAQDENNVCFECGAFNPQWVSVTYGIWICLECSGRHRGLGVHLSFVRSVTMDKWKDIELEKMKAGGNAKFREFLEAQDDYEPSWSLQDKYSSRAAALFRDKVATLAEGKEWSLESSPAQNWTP
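Material: rat Arfgap1 GAP domain (His6, aa 1-136), purified enzyme. Also added: human ARF1(Δ1-17)-GTP substrate. Compound dosing: 16.5 µM single point, 1.26% DMSO. Timing: enzyme reaction 120 min at 25 °C after 20 min preincubation. Signal: GDP detection by fluorescence polarization. Read-out basis: percent inhibition of GAP-stimulated GDP formation, scaled between DMSO and no-Arfgap1 medians.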
DDE Tn7 FP inh: inhibitors of Tn7 peptide binding to human fibrin DD(E). P02675. FP displacement of FITC-Tn7 peptide from fibrin DD(E); 0% = median of compound wells per plate. inhibition, % at 8.3 µM. 370,000 compounds, 0.13% hits;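 active = inhibition above the mean of compounds falling within the control limits plus 3 SD of them, cut at about 14% in these data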;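 note: 0% = plate median of compound wells and 100% = 10 µM Aha-Tn7 peptide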
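Assay system: Human clot-derived fibrin DD(E) complex | Buffer or medium: Tris/NaCl/CaCl2 buffer, pH 7.8 | Repeats: One replicate per compound | Benchmarks: Aha-Tn7 high control | Measure: % inhibition scaled between sample-field median and high-control FP | Schedule: 10 min plus 3 h, room temperature | Signal: Fluorescence polarization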
The depositor's hits bear a star; · = not tested or not shown.

SMILES	HGIII-sPLA2 inh	proKLK7 act	PLCg1 inh	PLCb3 inh	ASAP1 inh	Rev-erbA mod	DDE Tn6 FP inh	UHRF1 binding	ARFGAP1 inhibitor	DDE Tn7 FP inh
CCOC(=O)CSc1nnc(CNc2cccc(Cl)c2)n1-c1ccccc1	-11	-0.4	2	1	-5	6	7	-2	-6	7
OCCCCCN=c1cc(-c2ccccc2)oc2ccc(Cl)cc12	-14	-0.1	1	0	5	0	-11	-17	18	-11
O=C(c1ccc2c(c1)OCCO2)N1CCN(Cc2ccccc2)CC1	2	-0.3	2	2	-6	3	-2	-3	-9	7
CCOC(=O)C1=CCN(S(=O)(=O)c2ccccc2Cl)C1c1ccc(C)cc1 (stereo not drawn)	-5	0.3	1	-1	7	2	-8	-3	3	-11
COc1ccc(CC(=O)NNc2ncnc3c2cnn3Cc2ccccc2)cc1OC	-4	0.0	-1	-3	-14	4	8	-1	7	0
CC(=O)c1cccc(-c2ccnc3c2CC(C(=O)NCc2ccncc2)O3)c1 (stereo not drawn)	12	0.1	8	6	-6	9	2	0	-6	-2
O=c1cc(CCl)nc2scc(-c3ccccc3)n12	-4	-0.2	-4	-15	8	-3	-1	-1	-10	-1
Cc1c(/C=C/C(=O)c2ccccc2O)cnn1C	4	1.0	-2	2	-14	5	-1	6	3	0
COc1cccc(/C=N/Nc2nc(C)cc(=O)[nH]2)c1OC	3	0.4	2	-11	6	-3	-3	0	-4	-9
CC1=C(C(=O)Nc2ccccc2C(=O)N2CCC(C)CC2)SCCO1	1	0.3	-1	-6	1	-5	4	-1	-5	-2
O=C(NCCc1ccccc1)c1ccc(-c2ccc(F)c(F)c2)c2ccoc12	5	-0.8	-1	-2	-2	-5	-8	4	-7	-3
Cc1c(CCC(=O)O)c(=O)oc2cc3oc4c(c3cc12)CCCC4	5	0.1	-46	-65	-7	4	4	3	4	-5
NC1=NC[C@H](c2ccccc2)N1CC1CCCCC1	0	-0.3	4	0	12	-4	-2	-2	-3	-3
CCC(C)c1ccc(NC(=S)NCc2ccccn2)cc1 (stereo not drawn)	11	0.1	-1	-4	4	-1	-1	-2	-4	-5
O=C(OCC(=O)N1CCc2ccccc21)c1cccc(S(=O)(=O)N2CCCc3ccccc32)c1	-8	-1.0	0	3	4	4	6	-4	4	-3
Cc1cc(=O)oc2c(C)c(OCC(=O)NCC3CCC(C(=O)O)CC3)ccc12 (stereo not drawn)	2	-0.5	-2	-1	8	-2	7	2	-4	-4
COc1cccc(NC(=O)c2cnc(SC)nc2C)c1	0	-0.3	0	-3	0	5	-5	2	-6	5
O=C1C(=O)N(CCCN2CCOCC2)C(c2ccc([N+](=O)[O-])cc2)/C1=C(/O)c1ccc2c(c1)OCO2 (stereo not drawn)	-2	-1.5	-10	-19	-14	0	-1	-4	-3	-1
CCCCCC(=O)NNC1=NCC(Cc2ccccc2)S1 (stereo not drawn)	3	-0.1	2	-1	2	-1	2	-1	8	-2
CO[C@H]1/C=C/O[C@@]2(C)Oc3c(C)c(O)c4c(O)c(c(C=NN5CCN(C)CC5)c(O)c4c3C2=O)NC(=O)/C(C)=C\C=C\[C@H](C)[C@H](O)[C@@H](C)[C@@H](O)[C@@H](C)[C@H](OC(C)=O)[C@@H]1C	-14	-0.1	-16	-17	12	-3	4	-16	0	2
COC(=O)CCCC1=CC2=C(c3ccccc3)C(=O)C(C)(OC(=O)C3CCCC3)C(=O)C2=CN1c1ccccc1 (stereo not drawn)	-3	0.1	-22	-22	-1	-1	1	0	-9	0
S=C(Nc1ccccc1)c1ccccn1	8	-0.1	11*	12*	13	4	-2	-2	-1	-3
CCOc1ccc(NC(=O)CC2SC(N)=NC2=O)c([N+](=O)[O-])c1 (stereo not drawn)	4	0.3	1	1	4	-7	1	-1	0	0
CCn1nc(NS(=O)(=O)c2ccc(C)cc2)c2cc3ccccc3nc21	-3	0.1	-6	-15	-5	4	4	-2	10	2
O=C(OCc1cn(Cc2ccccc2)nn1)N1CCOCC1	8	0.3	1	0	·	7	4	2	·	-4
Cc1cc(C(=O)COC(=O)c2ccc(O)cc2)c(C)n1CC(F)(F)F	-14	1.3	3	-8	-4	-5	-1	0	-4	8
CCCCC(=O)Nc1cccc(-c2cn3ccccc3n2)c1	1	0.1	-14	-13	-1	0	-3	1	6	4
CC1=C(C(=O)N(C)C)CC(CC(=O)NC2CCCCC2)C(=O)N1CCCN1CCCC1=O (stereo not drawn)	21*	0.6	-2	4	-6	-3	10	1	0	6
CC(C)Oc1ccc(/C=C(\NC(=O)/C=C/c2ccco2)C(=O)NCCc2nc3ccccc3[nH]2)cc1	-23	-1.8	-14	-18	6	-2	-3	0	4	-4
COc1nccnc1NS(=O)(=O)c1ccc(NC(=S)NC(=O)/C=C/c2ccc(F)cc2)cc1	-33	-0.2	4	-2	7	-4	-3	0	6	-2

Some of the entries so far, as labelled records.
CCOc1ccc(NC(=O)CC2SC(N)=NC2=O)c([N+](=O)[O-])c1 (stereo not drawn)
- HGIII-sPLA2 inh = 4
- proKLK7 act = 0.3
- PLCg1 inh = 1
- PLCb3 inh = 1
- ASAP1 inh = 4
- Rev-erbA mod = -7
- DDE Tn6 FP inh = 1
- UHRF1 binding = -1
- ARFGAP1 inhibitor = 0
- DDE Tn7 FP inh = 0

CCn1nc(NS(=O)(=O)c2ccc(C)cc2)c2cc3ccccc3nc21
- HGIII-sPLA2 inh = -3
- proKLK7 act = 0.1
- PLCg1 inh = -6
- PLCb3 inh = -15
- ASAP1 inh = -5
- Rev-erbA mod = 4
- DDE Tn6 FP inh = 4
- UHRF1 binding = -2
- ARFGAP1 inhibitor = 10
- DDE Tn7 FP inh = 2

Additional compounds
SMILES	HGIII-sPLA2 inh	proKLK7 act	PLCg1 inh	PLCb3 inh	ASAP1 inh	Rev-erbA mod	DDE Tn6 FP inh	UHRF1 binding	ARFGAP1 inhibitor	DDE Tn7 FP inh
Nc1c(C(=O)N2CCOCC2)sc2nc3c(cc12)CCC3	-3	0.0	-26	-46	-1	8	8	-2	9	-5
CC1Cc2ccccc2N1CC(=O)Nc1ccc(S(N)(=O)=O)cc1 (stereo not drawn)	-4	0.5	0	-7	-2	1	13	-1	12	-3
COCCn1c(COc2cccc(OC)c2)nnc1SCC(=O)NC1CCCC1	7	-0.1	1	2	-4	-2	-8	1	16	11
O=C(Nc1ccccc1C(=O)N1CCCCC1)c1cccs1	7	0.4	2	-4	-13	-1	-1	0	-15	0
O=C(NCCCn1ccnc1)/C(=C\c1ccc(Br)cc1)NC(=O)c1ccccc1F	-6	-0.3	2	-7	13	3	-1	-1	-10	-2
Cn1cc(CN2CCN(CC(C)(C)C)C(CCO)C2)c2ccccc21 (stereo not drawn)	-12	-0.4	-1	-5	5	-1	7	1	-11	-5
Cc1ccc(C(=O)Nc2ncc(Cc3ccc(F)cc3)s2)o1	-6	0.6	-2	-7	4	6	1	-2	2	2
CC(Sc1nnc2ccccn12)C(=O)Nc1ncc(Cl)cc1Cl (stereo not drawn)	1	-0.1	-6	-3	3	-1	4	-3	6	1
CCN(CC)CCNCc1cc(Cl)c(OCC(=O)Nc2ccccc2)c(OC)c1	6	-0.5	1	-5	2	1	4	0	1	4
COCc1cc(=O)n2[nH]c(-c3ccc(C)cc3)cc2n1	-4	1.4	-14	-22	3	3	-3	-4	-2	5
Cc1ccc(C)c(C(=O)Nc2cc(C)nn2-c2nc(C)cc(C)n2)c1	1	-0.2	1	-7	-3	-4	12	-1	-9	6
CC1CCCCN1C(=O)Nc1cccc(Cl)c1 (stereo not drawn)	-6	0.0	2	2	15	1	7	-1	-11	2
COc1ccc(CNS(=O)(=O)c2cc(-c3cc(C)no3)ccc2C)cc1OC	-3	0.0	1	-4	-4	-5	-2	0	1	1
COc1ccc(C(=O)N2CCCCC2c2cc(C(=O)Nc3ccccc3)no2)cc1 (stereo not drawn)	-10	0.0	-2	1	-8	4	2	-1	-5	0
NC(=O)NC(Cc1ccccc1)c1ccccc1 (stereo not drawn)	-1	0.2	-2	0	12	-3	-1	-4	1	1
CCOC(=O)CC[C@H]1CC[C@]2(CCCN(Cc3ccccc3)C2)O1	7	-1.1	3	-3	·	-5	5	1	·	1
O=C(O)/C(=C1\OC(=O)c2ccccc21)c1ccccc1	3	2.5	4	0	-2	6	-5	0	1	1
Cc1cc(C)n(S(=O)(=O)c2cc(C)c(C)cc2C)n1	-3	0.2	-2	-1	9	-7	4	1	-6	-2
O=c1c2c3c(sc2ncn1/N=C/c1ccncc1)CCCC3	0	-0.1	0	-5	3	-1	12	-1	-10	12
COc1ccc(Cl)c(NCCC(=O)O)c1	2	-0.4	3	4	-2	-1	-2	2	-10	2
CC(C)(C)c1ccc(C(=O)Nc2ccc(NC(=O)C(=O)O)cc2)o1	14	0.3	9	1	12	2	-7	4	4	1
C#CCNC(=O)C1=C[C@H](C2CCCCC2)[C@@H](CCCO)[C@H](OCC)O1	-1	-0.1	3	2	-6	-4	-1	3	-2	-1
COc1ccc(-c2c(C)nn3c(Cl)c(C)c(C)nc23)cc1	9	-0.9	2	1	-4	-2	0	3	-7	0
COCCNC(=O)c1ccc(NS(=O)(=O)c2ccc3[nH]c(=O)[nH]c3c2)cc1	6	-0.6	2	-6	6	-5	0	1	6	-1
CC1=C(C(=O)OC2CCCCC2)C(c2ccco2)C2=C(CC(C)(C)CC2=O)N1 (stereo not drawn)	7	-0.2	-14	-20	-2	5	3	1	5	-9
c1ccc(CCNc2nc3ccccc3s2)cc1	-7	0.4	2	1	18	7	0	21*	-4	-5
CN1C(=O)C2(c3ccccc31)c1c(oc3ccccc3c1=O)C(=O)N2CCO (stereo not drawn)	-1	0.3	2	-2	-7	11	2	4	2	-1
CNC(=O)c1ccc(NC(=O)/C=C/c2cccc(F)c2)cc1	-3	0.9	-1	2	-12	4	8	1	-16	7
CCCCCC1CC(/C(C)=N/NC(N)=O)OC1=O (stereo not drawn)	7	-0.7	-1	3	1	-3	-3	0	-8	0
Cc1ccc(C2C(C#N)=C(N)Oc3n[nH]c(C)c32)cc1 (stereo not drawn)	1	0.1	-2	-1	-5	-2	5	-6	0	-1
COc1ccc(-c2csc(Nc3ccc(S(=O)(=O)Nc4cc(C)on4)cc3)n2)cc1	-80	0.1	-3	-10	-5	3	1	0	-3	-3
NC(=O)C1CCN(C(=O)CN2CCN(c3cccc(C(F)(F)F)c3)CC2)CC1	-2	0.2	0	4	-4	0	3	-2	4	5
CCOc1cc2[nH]c(=S)n(CCN3CCC(C)CC3)c(=O)c2cc1OCC	0	-0.2	0	3	8	-6	0	0	-6	6
O=C1c2ccccc2N2C(=O)c3ccccc3C2N1Cc1ccccc1 (stereo not drawn)	0	0.1	-4	-9	-25	5	-4	10	5	3
